eIF4E-4G inh = inhibitors of eIF4E and eIF4G interaction in translation initiation; P63073+Q04637; TR-FRET eIF4E-eIF4GI(517-606) binding, 2 h; inhibition, % at 21.7 µM; 220,000 compounds, 0.37% hits;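 also: 0% = full FRET control wells and 100% = background wells lacking eIF4GI fragment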
KCC2 mod = KCC2 (human) Cl- transport modulation; B-score of Tl+ flux slope (higher = more flux/activation; lower = inhibition) at 10 µM; 190,000 compounds, 2.2% hits; KCC2 cells, thallium flux FluoZin-2 fluorescence; Q9H2X9;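 active = thallium flux slope and its plate-corrected score both differing from the plate sample mean at a set confidence after two filtering rounds, in either direction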;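 also: slope of fluorescence scaled to starting intensity during 10 to 20 s after thallium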
hK5 inh = inhibitors of human kallikrein 5. recombinant hK5, fluorogenic AMC substrate cleavage. Q9Y337. 210,000 compounds, 0.59% hits. AID 873. inhibition, % at 5 µM;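 active = inhibition of 40% or more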;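 also: 0% = enzyme controls without compound and 100% = no-enzyme blanks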
EBV gp42 inh = EBV gp42 inhibition; Q1HVG2; inhibition, % (tested at 21.74 µM); Fluorescence polarization binding assay, mP read-out; 220,000 compounds, 0.42% hits; in the data active = inhibition above about 50%
NCF1 inh = inhibitors of human p47phox binding. P14598. 220,000 compounds, 0.53% hits. AID 1274. inhibition, % at 24.7 µM. p47phox/p22phox peptide binding, fluorescence polarization, 2 h;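 also: 0% = p47phox with labelled peptide and 100% = labelled peptide alone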
Furin inhibitor = human furin inhibition | purified furin, fluorogenic substrate cleavage | inhibition, % at 30 µM | 220,000 compounds, 0.061% hits | P09958 | AID 463115; in the data active = inhibition above about 25%; also: inactives centre near -15
Target sequence (P09958 108-714 limits assumed): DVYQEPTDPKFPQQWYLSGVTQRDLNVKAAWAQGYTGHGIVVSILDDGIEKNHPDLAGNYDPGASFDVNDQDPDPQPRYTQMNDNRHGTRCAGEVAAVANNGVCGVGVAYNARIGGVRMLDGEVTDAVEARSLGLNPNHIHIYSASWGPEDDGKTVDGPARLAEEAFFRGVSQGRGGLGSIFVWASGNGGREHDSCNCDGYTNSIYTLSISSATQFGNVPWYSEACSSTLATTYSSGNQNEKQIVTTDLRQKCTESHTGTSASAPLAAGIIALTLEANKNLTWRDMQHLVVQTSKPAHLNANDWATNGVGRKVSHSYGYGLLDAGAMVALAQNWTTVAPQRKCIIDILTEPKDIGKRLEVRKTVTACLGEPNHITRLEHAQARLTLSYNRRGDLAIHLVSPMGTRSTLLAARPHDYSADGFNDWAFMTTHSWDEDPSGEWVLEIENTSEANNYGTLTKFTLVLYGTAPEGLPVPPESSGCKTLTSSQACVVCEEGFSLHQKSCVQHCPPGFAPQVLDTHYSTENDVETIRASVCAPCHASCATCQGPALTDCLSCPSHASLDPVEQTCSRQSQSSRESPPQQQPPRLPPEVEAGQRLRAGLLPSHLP
14-3-3 Bad PPI = disrupts binding of bovine 14-3-3 zeta to phospho-Bad peptide; P63103; TR-FRET 14-3-3zeta/Dy647-pBad peptide displacement, 1 h; inhibition, % at 21.7 µM; 220,000 compounds, 0.71% hits; AID 781;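 active = inhibition above about 70%, limit read from the data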;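 also: 0% = full 14-3-3 plus peptide FRET controls and 100% = background without 14-3-3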
Thrombin inh = thrombin (human) inhibition; P00734; alpha-thrombin, Boc-VPR-AMC fluorogenic substrate cleavage; inhibition, % at 5 µM; 220,000 compounds, 0.26% hits;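 active = inhibition at or above 40%; inactive = inhibition below 40%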;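 also: 0% = enzyme with no compound and 100% = wells without enzyme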
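System – human alpha-thrombin protein · Reagent – Boc-VPR-AMC substrate, 15 µM final · Compound – 5 µM single dose in 0.2% DMSO · Schedule – reaction at room temperature · Technique – AMC fluorescence at 355 nm excitation and 460 nm emission · Read-out basis – % inhibition relative to enzyme controls and enzyme-free blanks · Control set – no-compound enzyme wells and no-enzyme blanks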
Rad51 HR inh = Rad51 (human) homologous recombination inhibition | hRad51 DNA strand exchange, fluorescence dequenching | Q06609 | 200,000 compounds, 0.085% hits | inhibition, % at 10 µM;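 active = inhibition above 40% at the single screening dose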;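 also: 0% = DMSO control wells and 100% = blanks with heterologous ssDNA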
Target sequence (Q06609 whole entry, looked up): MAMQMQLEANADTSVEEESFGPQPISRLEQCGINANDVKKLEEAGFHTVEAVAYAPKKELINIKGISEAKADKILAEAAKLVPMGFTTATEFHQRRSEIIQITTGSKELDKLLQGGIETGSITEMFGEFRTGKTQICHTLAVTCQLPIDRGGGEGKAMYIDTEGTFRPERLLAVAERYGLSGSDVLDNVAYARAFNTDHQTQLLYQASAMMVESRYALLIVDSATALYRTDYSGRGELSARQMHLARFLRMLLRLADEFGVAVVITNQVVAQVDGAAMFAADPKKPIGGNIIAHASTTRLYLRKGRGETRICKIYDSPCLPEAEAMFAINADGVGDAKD
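material = hRad51 filaments on single-stranded DNA | timing = filaments 15 min 37 °C, then compound 30 min | signal = FRET fluorescence dequenching, excitation 485 nm, emission 520 nm | benchmarks = control wells and blank wells on each plate | evaluation = percent inhibition relative to plate controls and blanks | compound = 10 µM final, single point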
* hit, by the source's call; nt = not tested or not shown; [ ] = remark or other dose.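 The calls were made as follows, unless noted: active = inhibition above about 30% (limit read from the data); inactive = the rest.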

SMILES | eIF4E-4G inh | KCC2 mod | hK5 inh | EBV gp42 inh | NCF1 inh | Furin inhibitor | 14-3-3 Bad PPI | Thrombin inh | Rad51 HR inh
Cc1cc(C(=O)N/N=C/c2cc(Br)cc([N+](=O)[O-])c2O)c2ccccc2n1 | 1 | -1.2 | -15 | 0 | -2 | -10 | 14 | 2 | 11
CC(=O)N(/C=C1\SC(=S)N(c2ccccc2)C1=O)c1ccccc1 | -1 | -0.68 | 5 | -13 | -43 | -6 | -5 | -2 | nt
CCCCC(CC)C(=O)NCc1ccc(F)cc1 (stereo not drawn) | -4 | 1 | -19 | -17 | 0 | -8 | -22 | -2 | -4
CCOC(=O)c1ccccc1NC(=S)N1CCC(N2CCCCC2)CC1 | 0[fluorescence artefact?] | 0.15 | -8 | -9 | -13 | -29 | -17 | 1 | -42
O=C(CSc1nnc(CNc2ccccc2)o1)N1CCCc2ccccc21 | 2 | -4.9* | 13 | -19 | 5 | -10 | -8 | 2 | nt
COc1cc2c(c(OC)c1O)C(=O)CO2 | -1 | 0.079 | 0 | -24 | -11 | -2 | -5 | -4 | 12
COCCn1nnnc1C(c1cccc(C(F)(F)F)c1)N1CCOCC1 (stereo not drawn) | 8[fluorescence artefact?] | -0.75 | -1 | -27 | -10 | -14[20 µM] | 45[fluorescence artefact?] | 0 | 6
CC(=O)Nc1ccc(NC(=O)[C@@H]2CCCN2S(=O)(=O)c2ccc3c(c2)OCCO3)cc1 | -2 | 0.44 | 16 | -16 | -7 | -5 | -1 | nt | -6
CCn1cnc2c(oc3ccccc32)c1=O | 3 | -0.14 | 4 | -5 | -9 | -12 | -10 | -8 | -7
COc1cccc(OC)c1C(=O)NCCN1CCN(C(=O)c2c(OC)cccc2OC)CC1 | -1 | -0.41 | 3 | 1 | -6 | -18[20 µM] | -5 | -4 | -3
CCOC(=O)C1CCCN(C(=O)C2CCCN(S(=O)(=O)c3ccc4c(c3)oc(=O)n4C)C2)C1 (stereo not drawn) | -3 | nt | 0 | 1 | 4 | -11 | 7 | -7 | -3
C=CCOC(=O)c1ccc(-n2cnc(C)n2)nc1 | 3 | 0.72 | -9 | 0 | -1 | 6 | -1 | -4 | -8
CC(=O)n1cc([C@@H]2C=C(C(=O)O)O[C@H](OCc3ccc(CO)cc3)C2)c2ccccc21 | -3 | -0.82 | -1 | -3 | 1 | -12 | 1 | -7 | -6
O=C(NCc1ccc(Cl)cc1Cl)C(=O)N1CCCCC1 | 2 | nt | -15 | -2 | -7 | -21[20 µM] | 0 | -1 | 7
O=C1C=C(NCCN2CCOCC2)C(=O)c2cnccc21 | 4[fluorescence artefact?] | -0.29 | -3 | 2 | 6 | -17 | -2 | 1 | -6
CSc1ccc(/C=C/C(=O)c2ccc(NC(=O)Cc3ccccc3)cc2)cc1 | -17 | 0.57 | 0 | -38 | -25 | -8 | -4 | 2 | -2
CCOC(=O)c1cnn2c(C(F)(F)F)cc(-c3cn(C)nc3C)nc12 | 0 | -0.018 | -12 | -7 | -11 | -22[20 µM] | 14 | 1 | 0
Cc1cc(C(=O)CSc2nc3ccccc3c(=O)n2C)c(C)n1CC1CCCO1 (stereo not drawn) | -4 | -1.1 | -2 | -6 | -2 | -18 | -12 | -5 | 13
CCSc1nc2sc3c(c2c(=O)[nH]1)CCCC3 | -3 | 0.45 | -8 | 66* | -58 | 3[20 µM] | -2 | 1 | -3
Cc1ccc2[nH]c3c(=O)n(CCN4CCOCC4)cnc3c2c1 | 7 | -0.038 | -8 | -9 | -11 | 6[20 µM] | -7 | 3 | 7
COc1ccc(-c2ccnc3cc(C(=O)O)nn23)cc1 | 22 | 0.02 | 3 | -21 | 0 | -18 | 23 | -2 | 2
O=C(CSc1nnc(Cc2csc(Nc3cccc(Cl)c3)n2)o1)N1CCc2ccccc21 | 3 | -3.2 | 5 | -4 | -33 | -3 | 6 | 0 | 6
CCOC(=O)c1c(CN2CCN(C)CC2)oc2ccc(O)cc12 | -1 | -0.52 | 3 | -13 | -4 | -24 | 75* | 2 | -9
O=C(N/N=C/c1cccc(F)c1)c1c(O)c2c([nH]c1=O)CCCC2 | -2 | 0.021 | -14 | -12 | -4 | 6 | 5 | -6 | 4
COc1ccccc1NC(=O)NCCN1C(=O)C2C3C=CC(C3)C2C1=O (stereo not drawn) | 0 | 0.7 | 0 | -1 | 0 | -18 | 6 | -5 | 4
Brc1ccccc1OCCNCc1ccccc1 | 2 | -0.26 | -3 | -12 | 1 | -17 | 10 | 0 | 2
CCOC(=O)c1[nH]c2ccccc2c1NC(=O)c1ccc(S(=O)(=O)N(C)C)cc1 | 7 | 0.77 | -11 | 6 | -8 | -14 | 5 | -2 | nt
O=C(NNc1ccc(Cl)cc1)C1CCC1 | 3 | 2.4 | 0 | -7 | -2 | -18 | -1 | 0 | 5
Cc1c(NC(=O)c2cc3nc(-c4ccccc4)cc(C)n3n2)c(=O)n(-c2ccccc2)n1C | 2 | 0.16 | -4 | -21 | -4 | 4 | -4 | 0 | -1
Cc1ccc(NC(=O)CN2C(=O)N/C(=C/c3ccc(C)o3)C2=O)cc1 | -5 | nt | 9 | -46 | -39 | -14 | -1 | -2 | -16

An excerpt of these results, with each value named.
molecule: O=C(NNc1ccc(Cl)cc1)C1CCC1
  eIF4E-4G inh: 3; KCC2 mod: 2.4; hK5 inh: 0; EBV gp42 inh: -7; NCF1 inh: -2; Furin inhibitor: -18; 14-3-3 Bad PPI: -1; Thrombin inh: 0; Rad51 HR inh: 5
molecule: CCOC(=O)c1[nH]c2ccccc2c1NC(=O)c1ccc(S(=O)(=O)N(C)C)cc1
  eIF4E-4G inh: 7; KCC2 mod: 0.77; hK5 inh: -11; EBV gp42 inh: 6; NCF1 inh: -8; Furin inhibitor: -14; 14-3-3 Bad PPI: 5; Thrombin inh: -2; Rad51 HR inh: nt
molecule: O=C(N/N=C/c1cccc(F)c1)c1c(O)c2c([nH]c1=O)CCCC2
  eIF4E-4G inh: -2; KCC2 mod: 0.021; hK5 inh: -14; EBV gp42 inh: -12; NCF1 inh: -4; Furin inhibitor: 6; 14-3-3 Bad PPI: 5; Thrombin inh: -6; Rad51 HR inh: 4

Additional results:
SMILES | eIF4E-4G inh | KCC2 mod | hK5 inh | EBV gp42 inh | NCF1 inh | Furin inhibitor | 14-3-3 Bad PPI | Thrombin inh | Rad51 HR inh
COc1ccc(N2CCN(C(=O)CSc3nnc(C)c(=O)[nH]3)CC2)cc1 | -5[fluorescence artefact?] | 0.074 | -2 | 6 | -10 | -28 | -15[fluorescence artefact?] | -8 | 0
CC(C)(C)C(=O)N1N=C(c2ccc(NS(C)(=O)=O)cc2)CC1c1cccs1 (stereo not drawn) | 0 | -1.8 | -11 | 2 | 0 | -14 | -11 | -2 | 17
CC(C)(C)NC(=O)CSc1nc2ccc(Nc3nc(N4CCOCC4)nc(N4CCOCC4)n3)cc2s1 | 0 | -1.6 | -21 | 9 | -23 | -23 | 2 | 0 | 16
Cc1ccc(C2=NC(C)(C)N=C2SCC(=O)Nc2ccc(Cl)cc2)cc1 | -5 | 0.14 | 19 | -2 | -5 | -20[20 µM] | -7 | 30 | 2
Cc1ccc(-c2csc(NC(=O)CSc3ncn(-c4ccccc4)n3)n2)cc1 | -14[fluorescence artefact?] | -0.64 | -21 | -8 | -11 | -25[20 µM] | -4[fluorescence artefact?] | -12 | 1
CCn1ncc(/C=N\NC(=O)Cc2ccc([N+](=O)[O-])cc2)c1C | 0[fluorescence artefact?] | 0.026 | -12 | -20 | -10 | -21 | -8 | -4 | nt
O=C(CCS(=O)(=O)c1ccccc1)Nc1cccc(-c2nc3ccccc3s2)c1 | 2 | -1.9 | -22 | 2 | -26 | -6 | -11 | -13 | 4
CCS(=O)(=O)N1CCC(C(=O)NCCN2CCOCC2)CC1 | -5 | 1.3 | -9 | -6 | -7 | -25 | 4 | -2 | nt
Cc1ccc(NCc2ccco2)cc1C | 2 | 0.037 | 0 | -9 | -2 | -30 | 71* | -6 | 1
COc1ccccc1NC(=O)C1CC(=O)N(c2ccc(F)cc2)C1 (stereo not drawn) | 1[fluorescence artefact?] | nt | 4 | -15 | -8 | -13[20 µM] | 5[fluorescence artefact?] | 0 | 4
CN(Cc1ccc(-n2cccn2)cc1)Cc1cn(C)nc1-c1ccccc1F | -1 | 0.1 | -1 | 23 | 5 | -29 | -14 | -10 | -5
COc1cc(NC(=O)CSc2nc(C)cc(C)n2)cc(OC)c1OC | 3 | 0.29 | -21 | -17 | 0 | -17 | 3 | 0 | 4
COC(=O)c1sc2nc3c(cc2c1N)COC(C)(C)C3 | -4 | -0.47 | -21 | -1 | -3 | -14[20 µM] | -18 | -5 | 6
COc1ccc(NC(=O)c2ccsc2NC(C)=O)cc1 | -4 | 1.1 | -8 | -7 | -4 | -27 | -11 | -9 | 2
COc1ccccc1NC(=O)CSc1nnc(CSc2nc(C)cc(C)n2)o1 | 0 | nt | 2 | 6 | 0 | -17 | -7 | -3 | 29
O=S(=O)(NCCc1ccncc1)c1ccc(S(=O)(=O)N2CCCCCC2)cc1 | 6 | 0.015 | -5 | -10 | -10 | -12 | 7 | -3 | -5
CCCCCOc1ccc(OC(=O)c2ccncc2)cc1 | 0 | 0.15 | -12 | 3 | -10 | -19 | -8 | -7 | 6
COC(=O)CCC(=O)NNC(=O)c1cccc(Cl)c1 | -13 | nt | -21 | -1 | 0 | -17 | -5 | -4 | 10
O=c1c(-c2ccc(Cl)cc2)cnc2n1CCS2 | 1 | 1.3 | -11 | 3 | 0 | -16 | 0 | 0 | -14
O=C1C2CC=CCC2C(=O)N1c1ccc(NCCc2ccccc2)c([N+](=O)[O-])c1 (stereo not drawn) | 3 | 2.4 | -7 | -23 | -14 | -11 | -4 | -1 | -30
Cc1ccc(NC(=O)CN(C)C(=O)COc2ccc(C(=O)c3ccc(F)cc3)cc2)cc1 | 2[fluorescence artefact?] | 0.036 | -3 | -13 | -12 | -3 | 4 | 0 | 34
CCOc1ccc(C(=O)NCCCN2CCCC2=O)cc1 | 0 | nt | 10 | -19 | -1 | -13[20 µM] | 4 | -8 | 7
COC(=O)c1ccc(/C=N\n2c(C)nnc2C)cc1 | 2 | nt | 11 | 8 | -3 | -14 | -2 | 1 | 10
Cc1ccc(CN2CCN(/N=C/c3cccn3C)CC2)c(C)c1 | 4 | 0.8 | -3 | 0 | -1 | 7 | -6 | -13 | 4
Cc1ccc(S(=O)(=O)NC2(C(F)(F)F)NC(=O)N(CCc3ccccc3)C2=O)cc1 (stereo not drawn) | 1 | -0.62 | 17 | 8 | 0 | -17 | -4 | -1 | nt
CC(C)C(NC(=O)c1ccccc1F)C(=O)OCC(=O)c1ccc(F)cc1 (stereo not drawn) | 2 | -0.034 | -4 | -32 | 1 | -21 | -13 | -4 | 26
CCCn1c(N)c(C(c2ccc(C(=O)OC)cc2)N2CCN(c3ccccc3)CC2)c(=O)[nH]c1=O (stereo not drawn) | 6 | -1.6 | -11 | 11 | -6 | -16 | -8 | -1 | -3
Cc1ccc(CNC(=O)c2cc3c(=O)n(C)c4ccccc4c3n2C)cc1 | 2[fluorescence artefact?] | -0.67 | -24 | -8 | -6 | -4 | 39[fluorescence artefact?] | -10 | -5
CCn1c2ccc(Cl)cc2c2nc3ccccc3nc21 | 0 | 0.33 | -4 | -2 | -1 | -9[20 µM] | -2 | 3 | 6

Bioassay records deposited in PubChem by several laboratories.
